# M1 PAM parental = nonselective calcium activators in parental CHO-K1 cells, primary screen, counter-screen for M1 PAM project, cell-based, Fluo-8 calcium fluorescence, full deck, 1536-well; ATP EC20; 0% at ATP EC20, 100% at ATP max; activation, % at 3 µM; 0.02% of 360,000 active; AID 602247, 2012;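 active = activation above the run cutoff, the mean activation of all test compounds plus 3 SD, cut at about 40% in these data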;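 also: peak over basal fluorescence ratio in a 140 s read after ATP addition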
# V1aR counter = agonists of human V1a receptor, primary screen, counter-screen for OXTR agonist project, fluorescence, CHO-V1R cells. Vasopressin V1a receptor (Homo sapiens), P37288. 0.25% of 320,000 active. activation, % at 3 µM. Fluo-8 calcium fluorescence, agonist mode; 0% DMSO, 100% 3 nM vasopressin;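 active = activation above the mean activation of all tested compounds plus 3 SD, per screening run, cut at about 20% in these data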;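 also: signal is peak over basal fluorescence ratio across a 100 second FLIPR read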
# Target sequence (P37288 whole entry, looked up): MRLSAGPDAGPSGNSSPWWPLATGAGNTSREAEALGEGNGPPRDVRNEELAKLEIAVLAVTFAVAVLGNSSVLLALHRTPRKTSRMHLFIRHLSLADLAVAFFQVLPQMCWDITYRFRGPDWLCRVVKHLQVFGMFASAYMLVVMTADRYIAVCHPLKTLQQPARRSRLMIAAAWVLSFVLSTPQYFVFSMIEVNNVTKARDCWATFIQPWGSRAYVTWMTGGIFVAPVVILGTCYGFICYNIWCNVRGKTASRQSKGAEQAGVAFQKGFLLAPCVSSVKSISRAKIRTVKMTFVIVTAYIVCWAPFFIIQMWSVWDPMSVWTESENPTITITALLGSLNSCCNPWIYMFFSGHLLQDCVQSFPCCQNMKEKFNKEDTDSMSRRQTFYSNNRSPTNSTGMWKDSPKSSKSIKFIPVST
# GPR7 antagonist = GPR7 receptor antagonists, primary screen, cell-based, fluorescence, single concentration; inhibition, % at 4.4 µM; GPR7-expressing cells, fluorescence antagonist assay; 1.1% of 290,000 active; in the data active = inhibition above about 16%, passing the limit was not always enough;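 also: cells stimulated with the agonist NPW; 0% = agonist with vehicle and 100% = vehicle without agonist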
# Target sequence (P48145 whole entry, looked up): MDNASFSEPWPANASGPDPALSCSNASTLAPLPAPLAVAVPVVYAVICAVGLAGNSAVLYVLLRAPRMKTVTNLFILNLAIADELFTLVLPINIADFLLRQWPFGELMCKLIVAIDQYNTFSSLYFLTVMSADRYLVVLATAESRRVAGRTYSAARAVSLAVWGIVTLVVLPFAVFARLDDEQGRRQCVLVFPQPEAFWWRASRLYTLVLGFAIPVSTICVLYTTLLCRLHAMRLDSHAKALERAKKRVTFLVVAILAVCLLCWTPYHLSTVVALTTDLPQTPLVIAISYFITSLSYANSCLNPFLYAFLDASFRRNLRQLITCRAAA
# CHO parental Ca = ATP-evoked calcium signal inhibitors, parental CHO, primary screen, counter-screen for OX1R antagonist project, cell-based, fluorescence, Fluo-8 calcium dye; 0.63% of 330,000 active; inhibition, % at 5.6 µM; parental CHO-K1, ATP-induced calcium, Fluo-8 fluorescence;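 active = inhibition above that plate's mean sample inhibition plus 3 SD, cut at about 26% in these data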;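 also: 0% = ATP-challenged DMSO wells and 100% = DMSO wells without ATP; some compounds past the cut are filed as inactive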
#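 Measured by: calcium-sensitive Fluo-8 fluorescence / Test system: CHO parental line / Controls: ATP-challenged DMSO wells low, unchallenged DMSO wells high / Measure: % inhibition / Compound: single nominal dose of 5.6 µM per compound / Replicates: single well per compound, no replicates / Reagent: ATP as calcium-mobilizing challenge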
# OXTR potentiator = human OXTR potentiators, primary screen, fluorescence, CHO-OTR cells, Fluo-8 calcium; Oxytocin receptor (Homo sapiens), P30559; Fluo-8 calcium fluorescence, potentiator mode; 0% = oxytocin EC15, 100% = EC100; activation, % at 3 µM; 0.061% of 320,000 active;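 active = activation above that plate's cutoff, the mean activation of tested compounds plus 3 SD, cut at about 6.6% in these data, passing the limit was not always enough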;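 also: 100% uses oxytocin at 75 nM as the full agonist control; some results filed as inactive read as strong as hits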
#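 Assay system: CHO-OTR cells, human receptor / Also added: oxytocin at about EC15, sub-maximal agonist stimulus / Dosing: single dose, 3.0 µM nominal final compound concentration / Incubation: 6 min pre-incubation, 100 s read / Technique: Fluo-8 calcium dye fluorescence / Read-out: % activation vs EC15 and EC100 oxytocin / Benchmarks: EC15 oxytocin low, 75 nM oxytocin high / Replicates: singlicate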
# M1 ag parental = counter-screen for M1 agonists: effect in parental CHO-K1 cells. Fluo-8 calcium fluorescence; scaled to maximal ATP response, vehicle zero. 0.48% of 360,000 active. activation, % at 3 µM; in the data active = activation above about 15%;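 also: untransfected CHO-K1 host cells lacking M1 receptor as counterscreen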
# CHO-K1 Ca antag = M1 antagonist counterscreen hit in parental CHO-K1 cells | 0.6% of 360,000 active | ATP-induced calcium, Fluo-8 fluorescence | inhibition, % at 3 µM;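 active = inhibition above a per-plate cutoff, the plate's mean sample inhibition plus 3 SD, cut at about 24% in these data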;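 also: 0% = DMSO plus EC80 ATP and 100% = DMSO alone without ATP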
# TAAR1 antag = human TAAR1 antagonists, primary screen, Fluo-8 calcium fluorescence, CHO RD-HGA16 cells; 1.5% of 360,000 active; Trace amine-associated receptor 1 (Homo sapiens), Q96RJ0; AID 624466, 2012; antagonist; inhibition, % at 3 µM;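 active = inhibition above a per-plate cutoff, the mean inhibition of test compounds on that plate plus 3 SD, cut at about 49% in these data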;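 also: 0% = DMSO plus EC80 beta-PEA response and 100% = DMSO alone without agonist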
# Target sequence (Q96RJ0 whole entry, looked up): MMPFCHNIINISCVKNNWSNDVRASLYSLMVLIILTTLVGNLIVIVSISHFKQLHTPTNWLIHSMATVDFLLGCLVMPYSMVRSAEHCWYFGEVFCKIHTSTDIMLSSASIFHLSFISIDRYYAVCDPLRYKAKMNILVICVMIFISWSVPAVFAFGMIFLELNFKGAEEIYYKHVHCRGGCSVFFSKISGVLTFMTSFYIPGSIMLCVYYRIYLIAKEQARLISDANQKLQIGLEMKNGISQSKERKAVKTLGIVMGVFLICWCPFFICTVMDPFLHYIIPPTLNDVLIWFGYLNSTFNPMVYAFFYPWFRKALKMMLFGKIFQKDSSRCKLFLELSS
#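 Assay system: RD-HGA16 CHO cells with stable hTAAR1 and Gα16 / Reagent: EC80 β-phenethylamine stimulus / Doses: 3 µM, single point / Timing: dye loading 75 min at 37 °C, then 30 min room temperature / Measured by: Fluo-8 intracellular calcium dye fluorescence, real-time kinetic reads / Controls: vehicle wells and EC80 agonist wells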
# OXTR ag = human OXTR agonists, primary screen, fluorescence, CHO-OTR cells, Fluo-8 calcium. Oxytocin receptor (Homo sapiens), P30559. Fluo-8 calcium fluorescence; normalized: DMSO 0%, oxytocin 100%. activation, % at 3 µM. 0.32% of 320,000 active. AID 2435, 2010;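 active = activation above the mean of all tested compounds plus 3 SD, cutoff set per screening run, cut at about 20% in these data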;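 also: peak over basal fluorescence ratio from a 100 s FLIPR kinetic read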
# Numbers without * were called inactive; / = no result given.
SMILES,M1 PAM parental,V1aR counter,GPR7 antagonist,CHO parental Ca,OXTR potentiator,M1 ag parental,CHO-K1 Ca antag,TAAR1 antag,OXTR ag
CCN(CC)C(=O)CC(c1ccc2c(c1)OCO2)c1c(OC)cc(OC)c2c(-c3ccccc3)cc(=O)oc12 (stereo not drawn),-7.3,0.2,/,-21.5,-12.1,-0.7,12.9,21.4,-0.8
CC(C)C(OC(=O)c1nsc(Cl)c1Cl)C(=O)NCC1CCCO1 (stereo not drawn),8.6,-0.6,-7.6,-9.6,-6.8,0.1,-16.0,-3.1,-0.5
CCCCSc1nnc(CCNC(=O)OC(C)(C)C)o1,-17.4,0.3,-3.3,0.3,1.7,2.0,1.4,-12.0,-0.4
CC1=C(/C=C/C(C)=C/C=C/C(C)=C/C=C/C=C(C)/C=C/C=C(C)/C=C/C2=C(C)CCCC2(C)C)C(C)(C)CCC1,/,-0.4,/,-14.6,-4.0,/,/,/,0.4
COc1cccc(C2CC(C(F)(F)F)n3ncc(C(=O)NC(C)(C)C)c3N2)c1 (stereo not drawn),15.0,-0.8,-5.5,-18.1,-18.6,0.5,2.1,6.9,-1.2
CC(=O)Nc1ccc(NS(=O)(=O)c2cc(C)sc2C)cc1,-2.8,1.5,13.8,-0.7,-1.2,0.0,6.0,9.4,2.6
O=C(Nc1ccccc1C(F)(F)F)N1CCN(c2ccc3nncn3n2)CC1,18.3,0.5,-5.3,-5.8,1.8,4.1,-4.5,-10.1,0.9
CC(=O)c1cccc(NC(=O)CN2C(=O)c3ccccc3C2=O)c1,14.3,0.7,-14.8,-5.6,-12.4,0.9,-11.0,3.7,5.0
CCOC(=O)N1CCN(c2nc(C)c3c(n2)CC(C)CC3=O)CC1 (stereo not drawn),28.7,0.2,7.0,-6.8,2.7,1.8,-14.8,2.6,-0.7
CCn1c(SCC(=O)c2ccc3c(c2)OCCO3)nnc1-c1ccco1,-0.4,2.5,3.5,-14.5,-9.3,0.6,-5.4,-4.6,3.0
COc1ccc(C(=O)NCC(C)(C)CNC(=O)c2ccc(OC)cc2)cc1,23.1,-0.1,/,-17.1,-1.5,1.1,-10.3,-21.8,-2.8
Cc1ccc(/C=C(\NC(=O)c2ccccc2)C(=O)N2CCCCC2)cc1,19.4,0.5,-0.6,-13.5,-8.9,0.7,-4.4,-2.5,0.1
Cc1ccc(S(=O)(=O)Nc2ccc(O)c(S(=O)(=O)c3ccc(C)cc3)c2)cc1,11.8,3.1,-4.6,-7.2,-1.2,3.3,-10.4,5.9,1.0
Cc1coc2cc3oc(=O)ccc3cc12,11.8,0.0,13.8,-0.6,-10.8,2.6,-16.6,-4.3,0.1
NN=C(c1cccc([N+](=O)[O-])c1)c1cccc([N+](=O)[O-])c1,-11.3,1.4,/,-6.9,0.7,-0.2,-3.2,-19.7,-1.5
CCc1ccc2oc(C(=O)NCC(c3ccc(OC)cc3)N3CCCCC3)c(C)c2c1 (stereo not drawn),-5.9,1.0,-2.5,-20.2,0.0,-0.1,-11.2,-8.0,-0.3
COC(=O)C1=C(C)NC(C)=C(C(=O)OC)C1c1ccc(C)o1,18.0,0.1,-13.1,-11.5,2.1,0.6,-4.4,-17.1,-1.2
C=C(C)c1sc(-c2ccccc2)nc1C,/,0.0,/,-17.2,-5.0,/,/,-2.1,-0.7
O=C1CN(S(=O)(=O)c2cc(Cl)ccc2Cl)c2ccccc2N1,9.1,0.0,-12.2,-6.2,-8.7,2.9,-11.9,-19.1,-0.1
OC(C#CCCN1CCCCC1)(c1ccccc1)c1ccccc1,10.3,1.0,21.6*,-16.5,-3.9,0.4,-9.9,-5.8,-0.9
CC(C)(C)NC(=O)C[C@H]1C[C@H](C(=O)N2CCOCC2)[C@@]2(C)c3[nH]c4ccc(Cl)cc4c3CCN2C1=O,9.7,/,/,-17.2,/,-0.1,-5.2,-20.7,/
Cc1cscc1-c1ccc(C(=O)Nc2c(C)cccc2C)o1,-2.8,/,/,/,/,-0.1,-0.1,-29.4,/
COc1ccc(C(=O)N[C@H](C(=O)NCc2ccccc2)C(C)C)cc1,-4.1,-0.2,-8.7,-24.8,-0.1,-0.3,-10.4,-5.7,-0.1
O=C(COC(=O)c1ccc2c(c1)OCO2)NCc1ccc2c(c1)OCO2,-2.7,-0.2,6.0,-4.8,-2.9,0.2,-6.5,0.4,0.5
CCCc1ccc(C(=O)NC(=O)c2ccccc2O)cc1,-2.5,11.5,2.6,10.4,-16.5,14.1,2.9,-6.6,18.6
CCOC(=O)Cc1cc(=O)n2[nH]c(-c3ccc(C)cc3)cc2n1,0.8,-0.3,0.6,5.2,-3.3,0.3,-3.5,3.9,-0.1
O=C(CNc1ccccc1Cl)c1ccc(Br)cc1,21.5,0.4,-21.5,3.9,-6.4,0.6,-11.1,10.4,-0.8
Cc1nn(C)c(Cl)c1/C=C/C(=O)O,14.4,1.1,-3.5,-9.9,-11.9,6.1,-1.3,-3.5,-1.3
CCN1CCN(C2=C(Cl)C(=O)N(Cc3ccccc3)C2=O)CC1,4.5,1.4,-15.1,3.0,5.0,0.1,-2.7,9.6,2.1
CCn1c([N+](=O)[O-])nc2c1c(=O)[nH]c(=O)n2C,8.7,/,-8.8,/,/,1.4,-17.1,5.4,/
CCOC(=O)N1CCN(C(=O)c2cc3c(=O)[nH]c4ccccc4c3s2)CC1,9.6,2.5,-2.1,-21.1,-15.2,0.3,-3.7,-12.7,-2.2
C=C[C@@]1(C)CC(=O)[C@]2(O)[C@@]3(C)[C@@H](O)CCC(C)(C)[C@@H]3[C@H](OC(C)=O)[C@H](O)[C@@]2(C)O1,21.9,1.1,/,-18.3,-0.8,3.1,-9.5,1.8,2.6
COc1ccc(CN2CNc3c(c(=O)n(C)c(=O)n3C)C2)cc1,15.0,-0.2,-7.7,6.0,-14.5,0.1,-9.0,-16.6,-1.1
O=C(CC(c1ccccc1)c1cc(Cl)ccc1O)NCCCN1CCOCC1 (stereo not drawn),15.5,/,-8.4,/,/,1.1,-9.3,9.3,/
C[C@@H]1CN([C@H](C)CO)C(=O)CCCn2nncc2CO[C@H]1CN(C)Cc1cccc(C(F)(F)F)c1,-7.2,/,/,/,/,-0.1,23.3,1.4,/
O=C(NC(=S)Nc1cccc2cc(O)ccc12)c1ccccc1Br,5.4,2.1,-4.8,-10.3,-7.4,4.8,-9.8,-1.1,0.7
CCOC(=O)CN1C(=O)S/C(=C\c2ccc(-c3ccc(C(=O)O)c(Cl)c3)o2)C1=O,19.7,-0.1,-13.6,-9.9,5.8,0.5,-2.0,-7.9,0.7
COC(=O)c1sc2nc(C)nc(SCC(=O)C(C)(C)C)c2c1C,-1.0,6.9,-11.5,-6.8,-7.9,5.2,-2.9,-25.9,5.3
CCOCc1nnc(NC(=O)CS(=O)(=O)c2ccc(C)cc2)s1,14.0,-0.1,-15.9,10.2,-8.1,0.3,-17.7,-0.2,0.0
O=CNc1cc(-c2cccc(F)c2)cn2c(-c3ccc(F)c(Cl)c3)cnc12,3.0,/,/,/,/,-0.2,6.3,-2.4,/
Cc1onc(-c2ccccc2)c1C(=O)OCC(=O)NC(=O)c1ccccc1,3.7,0.0,/,-8.4,-1.3,0.3,1.6,16.1,-1.9
C=CCC1c2cccc(C(=O)O)c2C(=O)N1c1ccc(Cl)cc1 (stereo not drawn),-0.8,-0.5,-6.9,8.4,-0.5,0.3,0.2,4.5,-0.8
CCOC(=O)C(=O)c1c(-c2ccc(C)cc2)nc2ccccn12,9.8,-0.5,-12.4,-13.1,8.9,1.1,-7.1,-8.4,-1.8
Cc1oc(-c2nc3ccccc3n2C)cc1C(=O)c1ccccc1,14.3,-1.5,-3.0,-31.0,-2.9,2.2,-9.5,19.8,-2.4
CCOc1ccccc1CNC(=O)CCCn1ccc2cc(S(=O)(=O)N3CCCC3)ccc21,22.7,-0.3,5.4,-27.8,-4.8,5.5,-9.8,-4.4,-1.8
COCC1=C(C(=O)OC(C)OC(=O)OC(C)C)N2C(=O)[C@@H](NC(=O)/C(=N\OC)c3csc(N)n3)[C@H]2SC1 (stereo partly drawn),11.7,0.4,/,-7.4,-7.5,-0.4,-11.3,-13.3,-0.5
Cc1ccc2c(c1)c(C)c(C)n2CC(O)Cn1nc(C)c(Br)c1C (stereo not drawn),0.5,1.1,-4.3,-28.3,-0.9,-0.4,-3.0,9.5,0.7
CC(NS(=O)(=O)c1ccc2c(c1)C(C)(C)C(=O)N2C)c1ccccc1 (stereo not drawn),-3.0,-0.1,-9.9,-10.1,-4.2,0.4,10.5,-13.9,-0.5
C[C@H]1CN([C@@H](C)CO)C(=O)Cc2cc(NC(=O)CCC(F)(F)F)ccc2O[C@H]1CN(C)Cc1ccc(C(F)(F)F)cc1,7.8,0.8,/,-19.4,-0.3,0.1,-17.9,8.8,0.6
O=C(N/N=C\c1cn[nH]c1-c1ccccc1)c1cccs1,22.8,0.6,-8.2,-10.1,-4.7,2.3,-13.5,16.6,-1.5

# Next section.
SMILES,M1 PAM parental,V1aR counter,GPR7 antagonist,CHO parental Ca,OXTR potentiator,M1 ag parental,CHO-K1 Ca antag,TAAR1 antag,OXTR ag
O=C1CC[C@@H]2CC(N3CCN(c4ccccc4)CC3)C[C@@H]3CCN1[C@H]23 (stereo partly drawn),-0.3,/,/,/,/,0.0,-3.4,3.4,/
CS(=O)(=O)N(CC(=O)NC1CCCC1)Cc1ccc(F)cc1,12.2,1.4,-13.3,-10.4,1.7,-0.1,-0.3,-0.2,0.7
COc1ccc(C)cc1NC(=O)Nn1cnnc1,8.7,0.0,-3.5,-5.1,3.6,0.1,6.7,-12.5,0.1
NC(Cc1cnc[nH]1)c1csc(Nc2ccc(C(F)(F)F)cn2)n1 (stereo not drawn),-0.9,/,/,/,/,0.3,-6.7,-23.4,/

# 2 records picked at random from those above, as already listed:
SMILES,M1 PAM parental,V1aR counter,GPR7 antagonist,CHO parental Ca,OXTR potentiator,M1 ag parental,CHO-K1 Ca antag,TAAR1 antag,OXTR ag
CS(=O)(=O)N(CC(=O)NC1CCCC1)Cc1ccc(F)cc1,12.2,1.4,-13.3,-10.4,1.7,-0.1,-0.3,-0.2,0.7
COc1ccc(C)cc1NC(=O)Nn1cnnc1,8.7,0.0,-3.5,-5.1,3.6,0.1,6.7,-12.5,0.1

# Source: PubChem (The Scripps Research Institute Molecular Screening Center)
